T cell HTS: T cell immune modulators affecting CD8 T cell-vesicle binding; 2C CD8+ T cell-vesicle binding, flow cytometry; stronger effect = lower value; calls only at 7 µM; 0.068% of 330,000 active;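 active = response, share of CD8 T cells binding vesicles, and their 90th percentile fluorescence all below set limits, cut at about 80% in these data, passing the limit was not always enough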
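material = purified 2C TCR transgenic mouse naive CD8+ T cells | controls = Unloaded micro-vesicles (low), QL9 vesicles with 0.7% DMSO (high) | detection = cytometric PE anti-B7-1 and Alexa647 anti-CD8 signals after 1% paraformaldehyde fixation | incubation = binding step 1.5 h, 37 °C, antibody labelling 20 min, ice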
Rac1 GTP hydrolysis: MgcRacGAP GTPase-activating activity inhibitors, confirmation, biochemical, ADP Hunter fluorescence. 0.6% of 340,000 active. MgcRacGAP-stimulated Rac1 GTP hydrolysis, ADP Hunter fluorescence; higher % means a stronger effect; GST-tagged Rac1 F28L mutant substrate. inhibition, % at 30 µM, or IC50 in µM where a hit was titrated;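 active = first-screen hits whose inhibition reached a set limit at any dose in the follow-up dose series; inconclusive = inhibition above the set first-screen limit but never retested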;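 note: fluorescence reports GDP produced by GAP-driven GTP hydrolysis; strong numbers were not always called active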
Large T inhibition: TAg ATPase/helicase activity blockers – biochemical (AID 1903). SV40 large T antigen ATPase/helicase inhibition assay; higher % means a stronger effect. one-dose inhibition, % at 20 µM; IC50 in µM for titrated hits. 0.39% of 310,000 active; in the data active = a potency from the dose series; inconclusive = inhibition mostly from about 32% at the one dose, without a potency; inactive = the rest, 99 in 100 with inhibition below about 32%; note: strong numbers were not always called active
Myeloid diff 2: promotes myeloid progenitor differentiation. ER-HoxA9 myeloid progenitors, lysozyme-GFP differentiation, flow cytometry. calls only at 10 µM. 1% of 360,000 active. AID 624256;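 active = normalized GFP-positive differentiation at or above the plate's own cutoff, the solvent-only control mean plus 3 SD; inconclusive = no clear call, values can overlap the other calls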;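 note: cells exposed to compound for four days before flow analysis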
bCat nuc transl: alters nuclear translocation of beta-catenin in HeLa cells; immunofluorescence imaging; nuclear translocation activity, % at 5 µM; 0.3% of 190,000 active; AID 1665;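 active = nuclear translocation activity above 50% at 5 µM, with a well cell count of 50 or more; inconclusive = wells under 50 cells across six images, flagged as toxic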;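 note: per-cell ratio of nuclear to cytoplasmic median beta-catenin stain intensity; plate controls were DMSO negative control for no effect and GSK-3 inhibitor IX positive control for full effect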
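Test system: human HeLa cells, native beta-catenin. Compound dosing: 5 µM primary single dose, 0.1% DMSO, 0.02–20 µM confirmation series. Incubation: compound exposure 24 h at 37°C. Detection: beta-catenin immunostaining with DAPI counterstain, 20x imaging, 6 fields/well. Read-out basis: Nuclear/cytoplasmic beta-catenin signal ratio, % activation.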
WT yeast gro inh: growth inhibition of WT yeast, mitochondrial fusion screen; mitochondrial fusion phenotypic screen, WT strain; inhibition, % at 10 µM; 2.1% of 190,000 active; AID 1362; in the data active = inhibition above about 58%; tested in S. cerevisiae
PhoP inhibition: PhoP-dependent GFP reporter repression – Salmonella Typhimurium, primary screen (AID 1863) | S. Typhimurium PhoP-regulated promoter GFP reporter, 4 h; higher % means a stronger effect | one-dose inhibition, % at 50 µM; IC50 in µM for titrated hits | 0.16% of 300,000 active;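 active = inhibition over 29.93%, a cutoff 3 SD above the screen mean, later confirmed by dose response; inconclusive = inhibition over 29.93% but no dose response follow-up; inactive = inhibition at most 29.93% or unconfirmed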;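 note: 0% = low Mg2+ inducing control and 100% = high Mg2+ repressing control; strong numbers were not always called active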
RSV antiviral HEp-2: inhibition of RSV-induced cytopathic effect – HEp-2 cells, primary 10 µM value included (AID 2391) | HEp-2 cells, RSV-induced CPE inhibition; higher % means a stronger effect | one-dose CPE inhibition, % at 10 µM; IC50 in µM for titrated hits | 0.13% of 310,000 active; in the data active = a potency from the dose series; inconclusive = CPE inhibition mostly from about 23% at the one dose, without a potency; inactive = the rest, 99 in 100 with CPE inhibition below about 21%; note: strong numbers were not always called active
West Nile antiviral: inhibition of WNV-induced cytopathic effect – cell-based, CPE readout (AID 1621). West Nile virus-infected cells, CPE inhibition; higher % means a stronger effect. CPE inhibition, % at 10 µM; hits with a dose series show IC50 in µM. 0.02% of 290,000 active; in the data active = a potency from the dose series; inconclusive = CPE inhibition mostly from about 3.7% at the one dose, without a potency; inactive = the rest, 99 in 100 with CPE inhibition below about 2.2%; note: strong numbers were not always called active
WT yeast gro inh mutant strain: also measured in WT yeast gro inh; calls as there; inhibition, %; mitochondrial fusion phenotypic screen, mutant strain inhibition
bCat nuc transl cell count 5 µM: recorded beside bCat nuc transl, whose call it bears; cell count; measured here: cell count, cytotoxicity flag
T cell HTS vesicle-bound %: further read-out of T cell HTS, marked with its call; double positive events, %; measured here: CD8+ vesicle-bound cell fraction;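 binding gate set so that unloaded-vesicle control wells show 10% double positive cells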
Myeloid diff 2 GFP+ MAC1+ %: second read-out of Myeloid diff 2, no call of its own (marks repeat the call); GFP+ MAC1+ double positive, %; measured here: differentiation confirmed by MAC1 staining
* = called active by the depositor; i = inactive; ? = inconclusive; . = not tested or not shown.

SMILES	T cell HTS	T cell HTS vesicle-bound %	Rac1 GTP hydrolysis	Large T inhibition	Myeloid diff 2	Myeloid diff 2 GFP+ MAC1+ %	bCat nuc transl	bCat nuc transl cell count 5 µM	WT yeast gro inh	WT yeast gro inh mutant strain	PhoP inhibition	RSV antiviral HEp-2	West Nile antiviral
Cc1noc(NS(=O)(=O)c2ccc(NC(=O)COc3ccc(Cl)cc3Cl)cc2)c1C	i	57	10%	11%	i	1.6	.	.	2	-1	7%	1.6%	.
Cc1ccc(C(C)C)c(OCC(=O)NNC(=O)C(C(C)C)N2C(=O)c3ccccc3C2=O)c1 (centres undefined)	i	50	7%	11%	i	0.3	-0.7	1168	28	36	3%	0.4%	-0.1%
CCOC(=O)c1sc(NC(=O)Nc2ccc(Cl)cc2)cc1C	i	29	12%	4%	i	0.5	0.6	1055	85*	41*	31%	4.6%	?
CSc1nncc(/C(C)=N\Nc2ccccc2)n1	i	42	11%	4%	i	0.2	-3.6	1334	10	-22	-5%	9.5%	-0.1%
CC1(C(=O)NCc2cccnc2)CCC(=O)N1Cc1cccs1 (centres undefined)	i	46	8%	6%	i	2.0	-0.9	1107	10	-10	8%	2.0%	.
CC(Oc1ccccc1)C(=O)OCC(=O)N1CC(=O)Nc2ccccc21 (centres undefined)	i	52	1%	8%	i	0.1	-0.7	1083	-13	-8	0%	2.3%	-0.3%
Cc1ccc(S(=O)(=O)/N=C(/c2ccccc2)N(C)c2ccc(O)cc2)cc1	i	9	7%	16%	i	0.1	0.3	1140	-9	3	-9%	1.1%	-0.6%
CCCCc1cc(=O)oc2c(C)c(OCC(=O)N3CCC(C(N)=O)CC3)ccc12	i	22	3%	17%	i	1.8	.	.	.	.	9%	2.3%	0.1%
O=C(c1ccco1)N1CCN(c2ncccn2)CC1	i	35	6%	5%	i	0.7	.	.	2	7	10%	2.6%	0.1%
COc1ccc(OC)c(-n2c(C)nc3cc(C(=O)O)ccc32)c1	i	1	5%	13%	i	0.8	-1.8	833	9	-8	-1%	1.5%	0.0%
O=C(NCC1CC1)c1ccccc1Cl	i	19	.	6%	i	0.7	.	.	.	.	-1%	1.8%	0.6%
Cc1cccc(/C=C2\CCC(C3CCCC3)C2=O)c1 (centres undefined)	i	6	-3%	2%	i	0.2	-0.5	925	-3	10	3%	2.5%	0.9%
O=C(N/N=C/c1cccc(OC(=O)c2ccc([N+](=O)[O-])cc2)c1)c1cccnc1	i	22	-1%	8%	i	1.7	.	.	.	.	-1%	-0.4%	0.2%
Cc1cc(OCC(=O)N2CCC(C(N)=O)CC2)c2c(C)cc(=O)oc2c1	i	15	5%	2%	i	2.9	.	.	.	.	9%	.	-0.8%
Cc1noc(NS(=O)(=O)c2ccc(NC(=O)CCC3CCCC3)cc2)c1C	i	36	12%	1%	i	0.6	-3.1	1185	17	11	2%	1.9%	-0.1%
C=CCN1C(=O)S/C(=C/c2ccc(Sc3nc4ccccc4[nH]3)o2)C1=O	i	14	6%	7%	i	0.8	-1.7	952	4	-1	-6%	6.3%	-1.3%
Cc1cc(C)c(NC(=O)C2CCCN2CCC(C)C)c(C)c1 (centres undefined)	i	32	0%	5%	i	1.9	-1.4	1075	-11	-2	-1%	0.4%	0.1%
NC(=O)C(Cc1ccccc1)NC(=O)C12CC3CC(CC(C3)C1)C2 (centres undefined)	i	50	-1%	20%	i	2.0	.	.	.	.	7%	1.3%	0.4%
Fc1ccc(CNc2nc3ccccc3n3nnnc23)cc1	i	43	1%	0%	i	2.5	0.4	1191	2	5	-17%	1.7%	-0.2%
CC(=O)Nc1ccc2oc(-c3ccccc3Br)nc2c1	i	25	5%	13%	i	0.2	1.5	1084	2	-7	3%	3.7%	.
COc1ccc(CN2[C@@H](CC(=O)O)c3ccccc3S2(=O)=O)cc1	i	20	9%	3%	i	1.2	.	.	.	.	-5%	1.1%	-0.1%
COc1ccc(NC(=O)c2c(N)no[n+]2[O-])cc1	i	28	7%	2%	i	1.7	4.3	997	-10	-19	-10%	-4.2%	-1.8%
C=CCNC(=S)NNc1ncnc2sc3c(c12)CC(C)(C)OC3	i	33	9%	4%	i	0.9	0.2	1371	5	-6	-8%	0.8%	0.2%
COc1ccc(CNC(=O)CCn2nc(C)c3c(C)n(-c4ccccc4)nc3c2=O)c(OC)c1	i	48	13%	10%	i	1.5	.	.	.	.	1%	6.5%	-0.1%
CO/N=C/NC(=O)c1c(OC)ccnc1Oc1ccc(Cl)cc1	i	30	5%	0%	i	4.7	0.4	1461	-7	-4	-1%	-0.6%	0.2%
Cc1ccc(NC(=O)c2ccnc(C(C)(C)C)c2)cc1	i	12	-3%	20%	i	0.8	-2.2	1226	12	13	-2%	16%	0.1%
O=[N+]([O-])c1ccc(N2CCCCC2)s1	i	48	17%	3%	i	0.4	.	.	-5	16	3%	-0.3%	0.3%
Oc1ccc(CN2CCCCC2)c2cccnc12	i	34	-1%	5%	i	6.3	-4.5	359	-9	11	9%	7.3%	?
CCSc1nc(N2CCOCC2)c2c(c1C#N)CC(C)(C)N(C)C2	i	20	6%	9%	i	0.4	-14	1252	16	16	-2%	-0.2%	0.4%
O=C(c1cc([N+](=O)[O-])ccc1Cl)N1CCN(Cc2ccc3c(c2)OCO3)CC1	i	52	10%	-5%	i	1.1	-1.2	1015	9	6	-9%	3.3%	-0.6%
Cc1cc(Cl)ccc1OCCCC(=O)N1CCN(S(=O)(=O)c2ccccc2)CC1	i	50	1%	10%	i	0.1	.	.	.	.	-2%	?	.
Cc1cccc(OCCCC(=O)Nc2ccc(S(=O)(=O)Nc3ncccn3)cc2)c1C	i	11	5%	6%	i	0.3	.	.	.	.	-5%	1.3%	-0.1%
C[C@@H]1C=C(C(=O)N2CCN(Cc3ccccc3)CC2)O[C@H](OCc2ccc(CO)cc2)C1	i	18	-42%	7%	i	4.1	-1.7	1078	-4	2	1%	0.5%	0.2%
CC(C)c1c(C(=O)N/N=C/c2ccc(C(F)(F)F)cc2)nnn1-c1nonc1N	i	6	6%	-15%	?	.	.	.	.	.	9%	14%	0.8%
CCOc1ccc(-c2nc3c(s2)CCc2onc(-c4ccc(OC)cc4)c2-3)cc1	i	23	1%	6%	i	0.8	.	.	.	.	13%	3.0%	-0.3%
NC(=O)c1ccsc1NC(=O)C1CCCCC1	i	26	-1%	2%	i	2.1	.	.	11	11	6%	-0.2%	0.2%
Clc1ccccc1-c1ncnc2ccc(Br)cc12	i	54	.	6%	i	0.3	-1.3	1112	-15	-8	0%	8.9%	-0.1%
COc1ccccc1NC(=O)c1ccc(Br)o1	i	37	7%	9%	i	0.4	.	.	7	7	11%	3.0%	-0.3%
CCOC(=O)[C@@H]1[C@H]2COc3ccccc3[C@H]2N2C(=O)N(c3ccc(Cl)cc3)C(=O)[C@@]12C	i	50	6%	15%	i	0.6	.	.	.	.	-2%	-2.5%	-1.4%
COc1ccc(-c2nc(N)n(S(=O)(=O)c3ccc(C)cc3)n2)cc1	i	22	-26%	2%	i	0.8	-0.8	1087	-5	-1	-8%	6.1%	-0.3%
Cc1cccc(-n2c(-c3cccc([N+](=O)[O-])c3)nc3nc4ccccc4nc32)c1	i	54	.	15%	.	.	-0.7	981	9	-1	-4%	1.4%	-0.8%
O=C(CCC1N=C2c3ccccc3N=C(SCc3ccc(Cl)cc3)N2C1=O)NCc1ccco1 (centres undefined)	i	11	2%	11%	i	0.9	1.6	911	9	-6	-2%	70%	-0.7%
O=C1CN(C(=O)COC(=O)CCCOc2ccccc2)c2ccccc2N1	i	32	1%	0%	i	1.0	-1.1	1108	9	-1	2%	1.5%	.
COC(=O)C1=C(C)N(CCCC(=O)O)C(=O)NC1c1ccc(-c2ccccc2)cc1 (centres undefined)	i	21	12%	13%	i	1.3	-3.1	581	0	-16	1%	-0.3%	0.0%
O=C(NC1CCC(O)CC1)c1ccc2c(c1)S(=O)(=O)N=C1CCCCCN12 (centres undefined)	i	50	5%	10%	i	0.8	.	.	.	.	-6%	-0.8%	.
O=C(CSc1nccn(-c2ccc(F)c(Cl)c2)c1=O)NC1CCCC1	i	48	13%	31%	i	1.3	.	.	.	.	-5%	-0.1%	.
CC(O)CNCCCOc1cccc(Oc2ccccc2)c1 (centres undefined)	i	26	24%	19%	i	0.7	-2.0	1072	-12	-9	-6%	-2.1%	-0.2%
CC(=O)Nc1ccc(OCC(O)CN2CCN(c3ccccc3Cl)CC2)cc1 (centres undefined)	i	22	7%	5%	i	0.9	-0.7	1183	-9	-15	-1%	2.9%	-0.8%
COc1ccccc1N1C(=O)c2ccccc2NC1C(OC)OC (centres undefined)	i	36	10%	-2%	i	0.7	-2.4	532	-6	-5	2%	0.9%	-0.2%
COc1ccccc1/C=C/C=N/n1c(-c2ccccc2)n[nH]c1=S	i	11	12%	22%	i	0.6	1.1	1266	.	.	-13%	0.7%	-0.3%
O=C(CSc1nc2c(c(=O)[nH]1)CCC2)Nc1ccc(F)cc1	i	27	5%	22%	i	0.9	.	.	.	.	3%	1.8%	0.9%
NC(=O)c1ccccc1NC(=O)N1CCOCC1	i	51	0%	12%	i	0.7	.	.	.	.	-3%	1.1%	0.1%
COc1cc(C(CC(=O)N2CCN(c3ccccc3)CC2)c2c(OC)cc(OC)c3ccc(=O)oc23)cc(OC)c1OC (centres undefined)	i	43	8%	12%	i	1.6	0.0	1019	.	.	-3%	2.4%	-0.8%

Screens from PubChem.

Compounds as they come. About 3.6% of those tested had a hit in this group.
